# T cell HTS – modulators of CD8 T cell-vesicle binding, primary screen, mouse 2C CD8+ T cells, flow cytometry. 2C CD8+ T cell-vesicle binding; active compounds read low. calls only at 7 µM. 0.068% of 330,000 active;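 active = response, share of CD8 T cells binding vesicles, and their 90th percentile fluorescence all below set limits, cut at about 80% in these data, passing the limit was not always enough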
#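 Read-out – percent CD8+ FL2 mean versus row control · System – murine 2C transgenic CD8+ T lymphocytes · Times – 1.5 h cell–vesicle binding at 37 °C, then 20 min icy labelling · Control set – naked vesicles low, QL9 vesicles with vehicle high · Detection – cytometric PE anti-B7-1 and Alexa647 anti-CD8 signals after 1% paraformaldehyde fixation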
# Autophagy mod – autophagy modulators in MEF cells, primary screen, imaging, high-content, MEF GFP-LC3; AID 463193, 2010; calls only at 10 µM (by protocol); 0.98% of 190,000 active; MEF GFP-LC3 puncta imaging; test concentration mostly 10 µM;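 active = percentage of spot-positive cells more than 3 SD above its plate mean, without a fluorescence outlier flag or 80% toxicity; inconclusive = no clear call, values can overlap the other calls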;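 also: spot-positive cell cutoff set from DMSO-treated cells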
# Ins promoter up – insulin promoter activators in MIN6 cells, imaging, high-content screening, mouse beta cells. AID 1625, 2009. MIN6 insulin promoter-GFP reporter; active compounds read high. z-score at 5 µM. 0.3% of 190,000 active;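 active = z-score above 3 at 5 µM with at least 500 cells counted in the well; inconclusive = wells under 500 cells, flagged as cytotoxic or low count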
# Dynein transport – inhibitors of GR-EGFP nuclear translocation, primary screen, dynein cargo transport inhibitor project, imaging, high-content, 3617.4 mouse cells; test concentration mostly 20 µM; stimulated with dexamethasone, 1 µM; active compounds read low; z-score, hits read low; 0.47% of 220,000 active; AID 1381, 2008;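 active = plate z-score of nuclear minus cytoplasmic receptor signal below a set negative limit, without overly bright fluorescence or cell loss, cut at about -3.5 in these data, passing the limit was not always enough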;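 also: z-score of nuclear minus cytoplasmic ring GR-EGFP intensity difference per well; some compounds called inactive have numbers as strong as hits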
#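 Buffer or medium: tet-free medium with charcoal-stripped serum / Also added: dexamethasone agonist, 1.0 µM final, for 30 min / Timing: induction 48 h, compound 1 h, agonist 30 min / Measured by: high-content fluorescence imaging after fixation / Read-out: nuclear-to-cytoplasmic GR-EGFP distribution per well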
# Hep lipid drop – inhibitors of hepatocyte lipid droplet formation, primary screen, imaging, high-throughput imaging, BODIPY stain. AML12 mouse hepatocytes, oleate lipid droplets. inhibition, % at 6.5 µM. 0.4% of 240,000 active. AID 1656, 2009;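 active = lipid droplet intensity inhibited by at least 50%, with more than 500 cells counted; inconclusive = wells with under 300 cells, treated as cytotoxic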
#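 Material: mouse AML12 hepatocyte cell line, fixed after treatment; Timing: compound with oleate, overnight; Technique: high-content imaging of BODIPY-stained droplets and DAPI nuclei; Probe or stimulus: oleate, 100 µM final; Dosing: compound at 6.5 µM only.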
# CSM14.1 death rescue – rescue of cells from ER stress-induced death, primary screen, 384-well, CSM14.1, thapsigargin, ATP luminescence (AID 1222); CSM14.1 thapsigargin-induced death rescue, ATP luminescence; higher % means a stronger effect; one-dose cellular ATP content (survival), % at 20 µM; EC50 in µM for titrated hits; 190,000 tested, under 10 active;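 active = EC50 below 50 µM in the dose-response confirmation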;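 also: death triggered by thapsigargin at about 15 µM added after 2 h compound pretreatment; cell ATP read after overnight thapsigargin exposure of roughly 18 to 22 hours; normalized against plate controls of thapsigargin alone and 5% DMSO vehicle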
# MT stabilizer – microtubule stabilizers in HeLa cells, primary screen, imaging, high-content imaging; % tubulin-high responders, % at 10 µM; AID 2205, 2009; 0.83% of 200,000 active; HeLa tubulin immunostaining HCS, 24 h; share of cells brighter than vehicle mean+2SD;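 active = plate Z-score above 3 for both tubulin-high and condensed-nucleus cell shares, with cell loss under 80%, at 10 µM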;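 also: anti alpha tubulin signal scored within the nucleus-defined area of each cell; some results filed as inactive read as strong as hits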
# PhoP inhibition – inhibitors of PhoP regulon expression, primary screen, Salmonella Typhimurium, GFP reporter (AID 1863). S. Typhimurium PhoP-regulated promoter GFP reporter, 4 h; higher % means a stronger effect. one-dose inhibition, % at 50 µM; IC50 in µM for titrated hits. 0.16% of 300,000 active;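 active = inhibition over 29.93%, a cutoff 3 SD above the screen mean, later confirmed by dose response; inconclusive = inhibition over 29.93% but no dose response follow-up; inactive = inhibition at most 29.93% or unconfirmed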;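 also: 0% = low Mg2+ inducing control and 100% = high Mg2+ repressing control; strong numbers were not always called active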
# b-catenin transl – modulators of beta-catenin nuclear translocation, primary screen, imaging, HeLa cells, immunofluorescence, high-content | nuclear translocation activity, % at 5 µM | 0.3% of 190,000 active | AID 1665, 2009;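 active = nuclear translocation activity above 50% at 5 µM, with a well cell count of 50 or more; inconclusive = wells under 50 cells across six images, flagged as toxic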;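 also: per-cell ratio of nuclear to cytoplasmic median beta-catenin stain intensity; plate controls were DMSO negative control for no effect and GSK-3 inhibitor IX positive control for full effect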
#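 Signal – beta-catenin immunofluorescence imaging with DAPI · Test system – human HeLa cell line · Dosing – 5 µM primary single dose, 0.1% DMSO, 0.02–20 µM confirmation series · Measure – % activation, nuclear-to-cytoplasmic median beta-catenin signal ratio per cell · Incubation – 24 h compound exposure at 37°C, 5% CO2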
# Dynein transport cytoplasmic EGFP – recorded beside Dynein transport, whose call it bears; z-score; measured here: cytoplasmic GR-EGFP intensity; active compounds read high
# Dynein transport nuclear GR-EGFP – second read-out of Dynein transport, no call of its own (marks repeat the call); z-score; measured here: nuclear GR-EGFP intensity;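 lower value marks the stronger effect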
# Dynein transport cell count – further read-out of Dynein transport, marked with its call; z-score; measured here: cell count per field
# Ins promoter up cell count – further read-out of Ins promoter up, marked with its call; cell count; measured here: cytotoxicity, nuclei count;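 total cells summed across four imaged fields per well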
# Hep lipid drop cells 6.5 µM – also measured in Hep lipid drop; calls as there; cell count; measured here: cell count, cytotoxicity flag;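 cells counted across two imaged fields per well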
# b-catenin transl cell count 5 µM – further read-out of b-catenin transl, marked with its call; cell count; measured here: cell count, cytotoxicity flag
# T cell HTS vesicle-bound % – second read-out of T cell HTS, no call of its own (marks repeat the call); double positive events, %; measured here: CD8+ vesicle-bound cell fraction;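 binding gate set so that unloaded-vesicle control wells show 10% double positive cells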
# MT stabilizer Hoechst-high % – further read-out of MT stabilizer, marked with its call; % Hoechst-high responders; measured here: nuclear condensation Hoechst responders;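 share of cells brighter than vehicle mean plus two SD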
# MT stabilizer cytotoxicity % – further read-out of MT stabilizer, marked with its call; toxicity, %; measured here: cytotoxicity by cell density;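 0% = mean cell density of plate MIN control wells and 100% = no cells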
# Autophagy mod cell loss 18 h – also measured in Autophagy mod; calls as there; toxicity, %; measured here: cell loss, nuclei count;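 cell loss after 18 h compound exposure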
# * hit, by the source's call; i = inactive; ? = inconclusive; · = not tested or not shown.
SMILES,T cell HTS,T cell HTS vesicle-bound %,Autophagy mod,Autophagy mod cell loss 18 h,Ins promoter up,Ins promoter up cell count,Dynein transport,Dynein transport cytoplasmic EGFP,Dynein transport nuclear GR-EGFP,Dynein transport cell count,Hep lipid drop,Hep lipid drop cells 6.5 µM,CSM14.1 death rescue,MT stabilizer,MT stabilizer Hoechst-high %,MT stabilizer cytotoxicity %,PhoP inhibition,b-catenin transl,b-catenin transl cell count 5 µM
COc1cc(C(=O)Nc2nc3ccccc3[nH]2)ccc1OC(F)F,i,10,·,·,0.52,1389,1.6,0.29,0.67,-2.4,-6,705,·,·,·,·,-2%,-2.5,1140
N/C(=N\OC(=O)c1ccc2c(c1)OCO2)c1cccnc1,i,51,i,19,-0.07,1639,-0.2,-0.38,0.12,0.83,5,692,-6.3%,2.4,1.3,3.4,-2%,4.5,957
Cc1cc(C)n2cc(CSc3ncccc3C(=O)O)nc2n1,i,24,i,6,-0.18,1268,0.57,0.076,0.31,-0.53,·,·,-1.9%,2.6,2.4,6.1,13%,-5.2,981
COc1cccc(-c2nnc(NC(=O)c3cccs3)s2)c1,i,40,i,-5,·,·,1.3,-0.22,1.3,-0.38,8,688,-1.1%,3.6,1.9,8.7,-7%,1.9,1480
CC(C)(C)n1nc2c(c1NC(=O)Cc1cccs1)CSC2,i,28,i,22,-1.3,886,-0.31,0.55,0.25,-0.59,·,·,-0.4%,6.1,2.2,3.1,6%,·,·
Cc1cc(NC(=O)C2C3C(=O)N(CCC(C)C)C(C(=O)NCc4ccccc4)C34C=CC2(C)O4)no1 (stereo unspecified),i,14,i,3,0.03,1848,-0.38,-0.25,-0.26,-0.29,1,658,-1.1%,2.6,1.4,4.4,8%,-1.9,1093
Cc1ccc2nc(Nc3nc(C)cc(C(F)(F)F)n3)nc(C)c2c1,i,8,i,15,-0.25,1263,3.3,-0.35,2,-0.79,2,758,6.5%,7.2,2.2,17,6%,-4.1,1248
COc1cc(CCNc2ccc3nnc(-c4ccccc4)n3n2)cc(OC)c1OC,i,39,i,9,-0.81,1200,0.93,0.0068,1.7,-1.7,-80,716,1.0%,3.2,3.6,8.0,1%,3.7,538
Cc1cc(C)n2nc(SCC(=O)N(C)Cc3ccccc3)nc2n1,i,7,i,4,-0.13,1245,-0.18,-0.16,0.15,-3,-15,649,·,2.0,0.9,2.3,2%,·,·
S=C(NCc1ccco1)Nc1cc(Cl)c(Cl)cc1Cl,i,40,i,8,-0.32,1443,-1.1,-0.36,-0.8,2.2,2,633,-1.1%,5.0,1.2,6.8,14%,-0.4,1150
Nc1ccccc1N=Cc1ccc(-c2cccc(Cl)c2)o1,i,41,i,-4,-0.19,1193,0.71,-0.035,0.24,-0.42,7,674,-2.0%,3.6,2.7,0.7,-4%,-1.0,1171
NS(=O)(=O)c1ccc(Nc2nc(-c3cccc([N+](=O)[O-])c3)cs2)cc1,i,27,i,-2,0.28,1557,-0.63,-0.34,-0.42,0.61,-20,625,-2.2%,3.1,3.0,3.9,0%,-2.6,1036
CCOC(=O)CSc1nc(C2CC2)cc(-c2ccc(Cl)cc2)c1C#N,i,20,i,23,0.76,1451,0.41,-0.24,0.034,-0.7,-25,581,-1.2%,2.6,2.3,8.6,2%,-0.4,1061
O=C(N/N=C/c1cc([N+](=O)[O-])ccc1O)C1CCCCC1,i,43,i,13,0.64,1282,2.3,-0.25,1.1,-1.1,-7,633,-1.3%,2.6,3.0,5.0,1%,0.0,554
COc1ccc2nc(NC(=O)CSC3=NCCS3)sc2c1,i,48,i,-1,0.79,1090,0.16,-0.2,-0.078,0.24,·,·,-2.5%,1.3,2.3,2.3,1%,-5.2,947
CCCc1c(C)[nH]c2ccc(NC(C)=O)cc2c1=O,i,7,i,-7,·,·,1,0.078,-0.4,-1.2,·,·,-1.7%,3.0,1.8,4.0,-7%,·,·
Cc1ccccc1NC(=O)C(=O)NCCCN1CCOCC1,i,42,i,1,-0.92,1204,-0.054,-0.31,0.018,0.81,-9,732,-1.4%,3.1,3.1,11,-5%,-1.5,1108
Cc1cc(NC(=O)COC(=O)C2CCN(C(=O)c3ccc(Cl)cc3)CC2)no1,i,38,i,-14,-0.06,1055,-0.034,-0.22,0.14,0.34,2,805,-1.0%,1.8,2.0,7.7,8%,·,·
Cc1cccc(N2C(=O)CC(N3CCN(c4cccc(C(F)(F)F)c4)CC3)C2=O)c1 (stereo unspecified),i,40,i,-4,0.77,1241,-0.36,-0.2,0.09,-0.11,1,781,-0.3%,4.1,1.4,5.6,8%,-1.0,1054
COCCN(C(=O)c1ccco1)C(C(=O)NC1CCCC1)c1cccs1 (stereo unspecified),i,24,i,-9,0.4,1281,-0.35,-0.22,-0.16,0.44,-30,621,-2.0%,4.6,2.3,3.5,0%,-1.7,1097
Cc1csc(NC(=O)c2cc3c(s2)CCC3)n1,i,37,i,-51,0.92,977,-1.7,-0.33,-0.89,0.35,·,·,-5.6%,3.2,2.3,6.5,23%,-0.4,921
CC(C)c1ccc(CNC(=O)CSCC(=O)Nc2ccc3ccccc3c2)cc1,i,16,i,42,-1.1,1430,-0.37,-0.22,-0.29,0.44,·,·,-3.0%,1.2,0.9,5.2,-5%,3.4,1427
COc1ccc(CNC(=O)COC(=O)/C=C/c2ccco2)cc1,i,52,i,-17,-0.3,1388,3.1,-0.087,1.5,-0.54,-13,661,-1.5%,3.1,2.0,5.5,-11%,-1.9,1070
O=C(CCCCCn1c(=S)[nH]c2ccc(N3CCOCC3)cc2c1=O)NCc1ccccc1,i,49,i,-3,·,·,-0.45,-0.26,-0.44,0.03,-3,522,-3.0%,2.6,2.0,8.5,1%,-2.2,955
C/C(=N\N=c1/sc2ccccc2n1C)c1ccc(N2CCOCC2)cc1,i,48,i,-2,-0.59,1206,0.03,-0.23,0.12,-0.4,2,668,-0.8%,6.4,2.2,5.0,7%,0.0,1173
# More structures follow.
SMILES,T cell HTS,T cell HTS vesicle-bound %,Autophagy mod,Autophagy mod cell loss 18 h,Ins promoter up,Ins promoter up cell count,Dynein transport,Dynein transport cytoplasmic EGFP,Dynein transport nuclear GR-EGFP,Dynein transport cell count,Hep lipid drop,Hep lipid drop cells 6.5 µM,CSM14.1 death rescue,MT stabilizer,MT stabilizer Hoechst-high %,MT stabilizer cytotoxicity %,PhoP inhibition,b-catenin transl,b-catenin transl cell count 5 µM
C/C(CC(=O)Nc1ccc(F)cc1)=N\NC(=O)Cc1csc(N)n1,i,41,i,16,-0.7,1399,0.89,-0.17,0.54,-0.3,-2,558,1.0%,3.6,2.2,6.7,4%,-2.1,1125
O=C(CN1CCS(=O)(=O)CC1)NNC(=O)C1CCCCC1,i,33,i,0,0.03,1208,-0.27,-0.27,0.022,0.73,·,·,-0.4%,4.4,2.6,7.0,-3%,-0.6,1021
O=C(CN1CCOCC1)Nc1ncc(Cc2cccc(Cl)c2Cl)s1,i,53,i,0,0.61,1273,0.3,-0.19,0.3,-1.4,-6,657,1.5%,1.9,2.0,9.1,-1%,-3.3,547
CCNc1oc(-c2ccc(OC)cc2)nc1S(=O)(=O)c1ccc(Br)cc1,i,12,i,3,-0.31,889,3,-0.18,2.1,-1.4,6,721,2.2%,2.2,1.6,4.6,-4%,-4.5,1143
O=C(Nc1cccc(Cl)c1)N1CCSc2cc(Cl)ccc21,i,42,i,7,?,·,-0.67,-0.22,0.2,0.65,·,·,1.5%,3.1,2.4,0.9,-7%,2.8,1412
Cc1ccsc1-c1n[nH]c(=S)n1CC(C)C,i,47,i,10,0.9,1093,-0.7,1.3,-0.11,-0.28,18,681,-0.5%,3.6,3.3,3.4,5%,0.1,918
O=C(N/N=C/c1cccc(NC(=O)c2ccc(Cl)cc2)c1)c1cccc(O)c1,i,53,·,·,-0.76,1110,-0.46,-0.82,-0.56,0.32,-14,656,·,·,·,·,-7%,-1.6,1361
O=C(CNS(=O)(=O)c1ccc(Cl)cc1)N/N=C/c1ccco1,i,28,i,-2,0.65,1524,-0.37,-0.17,-0.32,-0.26,-16,714,-0.7%,1.9,2.3,8.6,-4%,-1.6,1072
CC1=CC(=C(C#N)c2nc3ccccc3s2)C=C(C)N1c1ccc(F)cc1,i,49,i,17,0.97,1434,-0.97,4.2,0.27,0.48,18,695,-1.2%,3.2,2.7,5.5,-35%,-0.9,1079
Cn1nnc(NC(=O)c2ccc3ccccc3c2)n1,i,57,i,-10,1.1,1151,1.6,-0.13,1.2,-1.8,-6,702,-1.6%,3.4,2.1,4.4,2%,-1.8,1106

# Screens: PubChem, several laboratories
